RGS4 inh: inhibitors of human regulator of G protein signaling 4; Transcreener GDP fluorescence polarization, RGS4-accelerated GTP hydrolysis; Potency, µM (highest dose often 114 µM), for inactives: at the top dose activity change, negative = inhibition, hits mostly inhibitors; actives 0.039% (n = 390,000); further: on the % scale 0 is the no-effect control and ±100 the full control effect; nearly all actives have a fitted effect of over 75% in size; some results filed as inactive show a strong effect at the top dose
Target sequence (P49798 whole entry, looked up): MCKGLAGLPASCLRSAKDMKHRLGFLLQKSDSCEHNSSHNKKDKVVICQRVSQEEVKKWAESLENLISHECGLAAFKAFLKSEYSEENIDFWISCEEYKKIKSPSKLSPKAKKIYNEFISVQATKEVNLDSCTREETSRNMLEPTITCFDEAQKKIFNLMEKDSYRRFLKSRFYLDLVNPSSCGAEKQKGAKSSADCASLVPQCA
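MLSMR compounds (23 nl, pin-transferred) preincubated 10 min at room temperature with a 500nM (2x) first reagent, then RGS4 at 900nM (2x) plus Transcreener GDP mix added; fluorescence polarization (620/688 nm) read before and after 90 min at 30 °C.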
Vif-APOBEC3G blk: blocks the Vif interaction with human APOBEC3G | actives 0.076% (n = 410,000) | Potency, µM (doses to about 46.1 µM), for inactives: at the highest dose activity, negative = active, most hits filed as inhibitors | HeLa A3G-eYFP + Vif (tagged APOBEC3G with the HIV-1 protein that degrades it), YFP fluorescence, overnight | Q9HC16;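 further: on the % scale 0 is the no-effect control and ±100 the full control effect; nearly all actives have a fitted effect of over 60% in size; hits raise eYFP signal because A3G escapes Vif-driven loss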
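HeLa cells stably expressing Vif and C-terminally eYFP-tagged A3G, seeded overnight at 37 deg C, then exposed to compound by pintool overnight at 37 deg C. Rise in yellow fluorescence (Ex 488/Em 500-530, Acumen) marks blocked Vif-driven A3G degradation.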
USP1 inh: USP1/UAF1 (human) deubiquitinase inhibition. actives 0.23% (n = 390,000). AID 743255. recombinant USP1/UAF1, Ub-Rhodamine cleavage fluorescence. Potency, µM (top dose mostly 57.1 µM), for the others: top-dose activity change, negative = inhibition, most hits filed as inhibitors. O94782; further: on the % scale 0 is the no-effect control and ±100 the full control effect; nearly all actives have a fitted effect of over 60% in size; inactives centre near -12
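Step one: compound is pinned into 1nM USP1/UAF1 in HEPES pH 7.8 buffer with TCEP. Step two: 15 min room-temperature incubation. Step three: Ub-Rho (150nM final) starts cleavage, tracked by fluorescence over six one-minute reads.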
TrxR1 inh: blocks rat thioredoxin reductase 1. O89049. recombinant rTrxR1, NADPH fluorescence consumption, selenite substrate. Potency, µM (top dose mostly 114 µM), inactives show at the highest dose activity change, negative = inhibition, most hits filed as inhibitors. actives 1% (n = 390,000). AID 588453; further: on the % scale 0 is the no-effect control and ±100 the full control effect; nearly all actives have a fitted effect of over 65% in size
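Rat TrxR1 (90 nM in the dispensed reagent) was pre-reduced with 400 uM NADPH for 5 min at room temperature, then incubated with compound for 15 min. After 400 uM selenite was added, NADPH fluorescence (Ex 340/Em 450 nm) was followed for 8 min.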
Vif-APOBEC3F blk: inhibitors of Vif-A3F interaction; HeLa A3F-eYFP + Vif (tagged APOBEC3F with the HIV-1 protein that degrades it), YFP fluorescence increase; Potency, µM (doses to about 46.1 µM), for inactives: top-dose activity, negative = active; actives 0.2% (n = 390,000); AID 602313; further: % of control where 0% means no effect; nearly all actives have a fitted effect of over 65% in size
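Fluorescence increase (Ex 488/Em 500-530) after overnight compound treatment at 37 deg C flags inhibition of Vif-driven A3F-eYFP loss in stable HeLa A3F-eYFP/Vif cells seeded overnight beforehand.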
RXFP1 ag: agonists of human relaxin receptor RXFP1 | HEK293T-RXFP1 cAMP TR-FRET, 30 min; response scale: percent of porcine relaxin response, buffer zero | Q9HBX9 | Potency, µM (top dose mostly 57.5 µM), without a hit: at the highest dose activation, hits mostly activators | actives 0.3% (n = 370,000); further: on the % scale 0 is the no-effect control and ±100 the full control effect; nearly all actives have a fitted effect of over 60% in size; many of its hits are not listed in these tables
Target sequence (Q9HBX9 whole entry, looked up): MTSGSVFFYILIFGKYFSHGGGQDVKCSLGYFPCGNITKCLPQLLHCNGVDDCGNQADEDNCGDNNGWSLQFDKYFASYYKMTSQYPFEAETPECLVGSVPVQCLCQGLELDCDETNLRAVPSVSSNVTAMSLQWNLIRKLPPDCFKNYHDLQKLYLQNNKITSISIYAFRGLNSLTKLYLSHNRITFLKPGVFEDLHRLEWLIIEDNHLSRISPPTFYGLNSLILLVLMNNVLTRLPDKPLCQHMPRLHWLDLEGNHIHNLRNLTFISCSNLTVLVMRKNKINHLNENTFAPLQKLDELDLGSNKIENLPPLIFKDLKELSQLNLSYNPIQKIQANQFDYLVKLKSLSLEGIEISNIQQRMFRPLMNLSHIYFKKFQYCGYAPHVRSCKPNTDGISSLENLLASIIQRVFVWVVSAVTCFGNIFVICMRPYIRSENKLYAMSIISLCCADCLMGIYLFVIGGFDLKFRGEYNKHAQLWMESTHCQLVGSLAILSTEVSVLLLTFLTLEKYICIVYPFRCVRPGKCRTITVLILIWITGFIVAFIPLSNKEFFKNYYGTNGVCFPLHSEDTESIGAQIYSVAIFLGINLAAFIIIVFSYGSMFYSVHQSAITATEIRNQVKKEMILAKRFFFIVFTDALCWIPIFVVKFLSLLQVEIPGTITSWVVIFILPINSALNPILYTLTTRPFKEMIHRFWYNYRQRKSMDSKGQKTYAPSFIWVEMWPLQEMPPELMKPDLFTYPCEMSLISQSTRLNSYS
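cAMP rise read by TR-FRET after 30 min, 37C compound exposure (up to 58 uM) in RXFP1-transfected HEK293 cells with Ro 20174 present. EC50 from Hill-equation fits, with 29 nM porcine relaxin as 100% and buffer as basal.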
mIDH1 inhibitor: inhibitors of human mutant IDH1 R132H; IDH1-R132H enzyme, NADPH consumption, diaphorase/resazurin fluorescence; Potency, µM (doses to about 76.6 µM), without a hit: top-dose activity change, negative = inhibition, actives largely listed as inhibitors; actives 0.093% (n = 390,000); further: on the % scale 0 is the no-effect control and ±100 the full control effect; nearly all actives have a fitted effect of over 65% in size
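IDH1-R132H (0.5 ug/mL dispensed) in pH 7.5 Tris buffer was preincubated 30 min with compound, then given a substrate mix of 0.016 mM NADPH and 2 mM alpha-KG for 80 min at room temperature; remaining NADPH was read by diaphorase/resazurin fluorescence.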
TrxR1 substrate: is turned over as a substrate by rat TrxR1. O89049. purified TrxR1 substrate turnover, NADPH consumption readout. Potency, µM (series often up to 114 µM), without a hit: top-dose activity change, negative = substrate turnover. actives 0.01% (n = 390,000). AID 588456; further: on the % scale 0 is the no-effect control and ±100 the full control effect; nearly all actives have a fitted effect of over 50% in size
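Rat TrxR1, dispensed at 90 nM, was prereduced with 400 uM NADPH (final) for 5 min at ~22 deg C, then incubated with compound 15 min before 400 uM selenite. A first-read NADPH fluorescence drop versus no-compound background flagged substrates.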
ALOX12 inh: blocks human arachidonate 12S-lipoxygenase | P18054 | purified 12hLO, xylenol orange hydroperoxide absorbance | actives 1.1% (n = 580,000) | Potency, µM (series often up to 108 µM), inactives show at the top dose activity change, negative = inhibition, actives largely listed as inhibitors; further: on the % scale 0 is the no-effect control and ±100 the full control effect
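Purified human 12hLO (150 nM final) in 25 mM Hepes, 0.01% Triton X-100, pH 7.0 was preincubated 15 min at room temperature with compound. Then 40 uM arachidonic acid was added, 30 min. Hydroperoxide was read by Fe-XO absorbance ratio 573/405 nm.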
Active calls of the source: *; ? = inconclusive; · = no result given; [ ] = another dose, or the depositor's remark. The call rests on the fitted dose curve; in most records, active means well fitted curve in the direction sought with a large enough effect; inconclusive means small, poorly fitted or top-dose-only effect, or another doubt; inactive means no such curve, though single readings can be large; an effect the other way counts as inactive or inconclusive. Potency means the concentration at half of the fitted maximal effect. A portion of the library; count on the stated rates, not on these rows.

SMILES	RGS4 inh	Vif-APOBEC3G blk	USP1 inh	TrxR1 inh	Vif-APOBEC3F blk	RXFP1 ag	mIDH1 inhibitor	TrxR1 substrate	ALOX12 inh
O=C1NCCCCC1NS(=O)(=O)c1cccc(C(F)(F)F)c1 (configuration not stated)	-9%	-2%	-13%	20%	-7%	0.7%	3%	2%	·
N#Cc1ccccc1S(=O)(=O)N1CCN(c2ccc(S(=O)(=O)N3CCOCC3)cn2)CC1	21%	0%	3%	1%	·	0.0%	2%	-5%	-37%
Cc1csc(NC(=O)c2ccc(N3CCCC3=O)cc2)n1	24%[56.9 µM]	-1%	3%	19%	-7%	0.4%	6%	-4%	-2%
CC(OC(=O)C1=COCCO1)C(=O)Nc1ccc(Cl)cn1 (configuration not stated)	-5%	0%	-8%	6%	-22%	1.6%	3%	3%	0%
O=c1oc2ccccc2c2c1nnn2CCO	-4%	2%	3%	3%[57.1 µM]	5%	-0.8%	-9%	-1%[57.1 µM]	-5%
O=C(CSc1nc2cc(C(=O)NC3CCCC3)ccc2c(=O)n1CC1CCCO1)c1cccc(Cl)c1 (configuration not stated)	-39%	4%	-9%	1%[57.1 µM]	11%	5.9%	-13%	-3%[57.1 µM]	-20%
COC(=O)c1ccc2[nH]c(C(C)(C)O)c(C)c2c1	18%	2%	-22%	32%	-2%	2.1%	34%[activator]	11%	3%
CSc1cc(-c2ccccc2)n(Cc2ccc(Cl)cc2Cl)c(=O)c1C#N	-66%[11.4 µM]	1%	-16%	33%[57.1 µM]	-3%	8.8%	-4%	6%[57.1 µM]	124%[activator]
COc1ccccc1C1CCN(Cc2ccccc2Cl)CC1	13%	-3%	-20%	15%[57.1 µM]	-20%	1.2%	15%	15%[57.1 µM]	-7%
COC(=O)c1c(-c2ccc(OC)cc2)oc2ccc(-c3cc(OC)c(OC)c(OC)c3)cc12	-42%	-2%	?	245%[activator]	-13%	·	8%	165%[activator]	0%
CC1CCC(NC(=O)CN2CCN(S(=O)(=O)c3ccc(Br)s3)CC2)CC1 (configuration not stated)	·	-4%	-1%	·	0%	·	2%	·	-8%
O=C(CSc1ncccn1)Nc1cc(Cl)ccc1[N+](=O)[O-]	-6%	-3%	-15%	22%[57.1 µM]	-9%	4.8%	-2%	-2%[57.1 µM]	-1%
C=CCNC(=O)CSc1nc2cc(C(=O)OCC)ccc2n1CC	5%	-1%	1%	16%	5%	-1.1%	3%	4%[57.1 µM]	8%
O=C(CN1CCN(C(=O)c2cncn2-c2ccc(F)cc2)CC1)Nc1ccccc1C(F)(F)F	5%	0%	-19%	12%	6%	2.0%	1%	-1%	8%
Fc1ccc(-c2csc(-c3ccccn3)n2)cc1F	11%	-1%	-15%	19%	3%	4.3%	-8%	4%	2%
Cn1c(=O)n(C)c2cc(CNCc3ccccc3)ccc21	-5%	2%	-8%	16%	-3%	1.3%	-12%	-5%	-11%
CCn1cc(C(=O)N2CCN(c3cccc(C)c3C)CC2)c2cc(OC)c(OC)cc2c1=O	32%	-8%	-7%	-17%	-5%	-0.4%	2%	10%	0%
O=S(=O)(c1ccc(F)cc1)N1CCN(Cc2cc3c(cc2Br)OCCO3)CC1	-6%	0%	?	16%	-1%	-0.8%	5%	4%	-53%
CN(c1ccc(OCC(=O)NC2=NCCS2)cc1)S(=O)(=O)c1ccc(F)cc1	16%	2%	-11%	-8%	-8%	2.7%	-9%	-10%	-12%
O=C(CSc1nc(-c2ccccc2)cs1)NCCN1C(=O)CSC1=O	-13%	-2%	-2%	23%[57.1 µM]	-4%	-0.2%	-1%	8%[57.1 µM]	-11%
COC(=O)c1c(NC(=O)c2cc(=O)c3cc(C)cc(C)c3o2)sc2c1CCC2	22%	1%	21%	19%	1%	-2.8%	-14%	3%	-21%
O=C(NCc1ccccn1)Nc1cccc(Cl)c1	-2%	2%	-21%	?	1%	0.8%	6%	12%	10%
O=C1/C(=C/c2cccnc2)CCC/C1=C\c1cccnc1	?	?	-15%	?	5%	2.0%	?	-8%	-13%
O=C(Nc1cccc(C(F)(F)F)c1)C(SCCO)c1ccccc1 (configuration not stated)	5%	-2%	-23%	6%	0%	-0.4%	4%	-8%	-7%
CCCCCCCC(=O)OCC(O)CO (configuration not stated)	7%	0%	-26%	10%	1%	1.0%	-7%	4%	10%
COC(=O)[C@@]1(C)[C@H]2C(=O)N(C)C(=O)[C@H]2[C@H]2CN(C)C(=NC3CCCCC3)N21	-5%	4%	-15%	10%	0%	·	-1%[38.3 µM]	-1%	-4%
Nc1c(C(=O)NC2CCCCC2)nsc1C(=O)OCC(=O)NC1CCCCC1	-7%	0%	-14%	3%	2%	1.6%	4%	14%	16%
Cc1ccc(C)c(NC(=O)c2nnn(Cc3ccccc3C)c2N)c1	-35%	-4%	-15%	-8%	-1%	-5.7%	0%	-14%	0%
Cc1cc(F)ccc1NC(=O)C1CCCN(S(=O)(=O)c2ccc3c(c2)CCCC(=O)N3)C1 (configuration not stated)	-5%	-4%	-20%	25%	-4%	0.1%	-10%	0%	-17%
COc1cnc(SCCC(F)=C(F)F)[nH]c1=O	8%	-2%	-9%	-21%	0%	0.3%	-5%	-14%	1%

Fetched by compound from the list above (3):
SMILES	RGS4 inh	Vif-APOBEC3G blk	USP1 inh	TrxR1 inh	Vif-APOBEC3F blk	RXFP1 ag	mIDH1 inhibitor	TrxR1 substrate	ALOX12 inh
Cc1ccc(C)c(NC(=O)c2nnn(Cc3ccccc3C)c2N)c1	-35%	-4%	-15%	-8%	-1%	-5.7%	0%	-14%	0%
O=C(Nc1cccc(C(F)(F)F)c1)C(SCCO)c1ccccc1 (configuration not stated)	5%	-2%	-23%	6%	0%	-0.4%	4%	-8%	-7%
Cc1cc(F)ccc1NC(=O)C1CCCN(S(=O)(=O)c2ccc3c(c2)CCCC(=O)N3)C1 (configuration not stated)	-5%	-4%	-20%	25%	-4%	0.1%	-10%	0%	-17%

(list continues)
SMILES	RGS4 inh	Vif-APOBEC3G blk	USP1 inh	TrxR1 inh	Vif-APOBEC3F blk	RXFP1 ag	mIDH1 inhibitor	TrxR1 substrate	ALOX12 inh
O=C(COc1cccc(F)c1)N1c2ccccc2Sc2ccccc21	-53%	-9%	-17%	-6%	-1%	0.0%	13%	-1%	·
O=C(O)c1[nH]c2ccc(Cl)cc2c1CCN1C(=O)c2ccccc2C1=O	11%	-15%	-8%	5%	-11%	4.6%	6%	0%	-14%
O=C(C=C(C(=O)c1ccccc1)c1ccccc1)c1ccccc1	-18%	-1%	?	21%[57.1 µM]	4%	·	0%	-5%[2.29 µM]	-12%
Cc1noc(/C=C/c2ccccc2F)c1S(=O)(=O)N1CCC(C(=O)N(C)Cc2ccco2)CC1	-2%	-7%	-1%	6%[57.1 µM]	2%	1.9%	-3%	0%[57.1 µM]	-18%
O=C(NC1CC1)C1=C[C@H](c2ccc3c(c2)OCO3)C[C@H](OCc2ccc(CO)cc2)O1	1%	2%	6%	9%[57.1 µM]	3%	0.6%	1%	1%	-5%
CC(C)CNC(=O)CC(c1ccccc1)c1c(O)ccc2ccccc12 (configuration not stated)	-22%	1%	-25%	11%[57.1 µM]	-1%	2.4%	-2%	15%[57.1 µM]	-11%
Cc1cc(C)n(C)c(=O)c1C#N	25%	1%	-5%	-4%	2%	2.5%	5%	-4%	-3%
CCCc1ccc(OCCNC(=O)c2ccccc2Br)cc1	-12%	10%	-27%	21%	7%	-2.6%	12%	2%	40%[activator]
CC(=O)Nc1cccc(C(=O)OC(C)C(=O)Nc2ccc(S(=O)(=O)N3CCCC3)cc2)c1 (configuration not stated)	-15%	2%	-18%	30%[activator]	3%	-2.0%	9%	6%	-30%
NC(=N\N=Cc1ccco1)/C(N)=N/N=Cc1ccco1	-10%	1%	?	79µM*	7%	·	-1%	?	-9%
Cc1cc(Cl)ccc1OCCCC(=O)OCC(=O)Nc1cccc(S(N)(=O)=O)c1	-9%	-2%	-25%	20%	0%	-0.9%	2%	-2%	-25%
CN(CC(=O)Nc1ccc(C#N)cc1)Cc1ccc(Cl)cc1Cl	-25%	-2%	-10%	-7%	4%	1.6%	3%	-3%	-7%
Cc1nc2c3ccccc3n(Cc3ccccc3F)c2s1	-54%	?	-17%	13%	-16%	2.9%	3%	2%	-3%
CC(/C=C/c1ccccc1)=N/NC(=O)CCC(=O)Nc1ccccc1C	3%	-6%	-6%	-8%	-7%	-0.3%	4%	-15%	-11%
N#Cc1cc2c(nc1SCC(=O)Nc1sc3c(c1C#N)CCC3)CCCC2	-20%	0%	-8%	-22%	5%	5.8%	0%	-2%	?
CSc1ccc(C#N)cc1NC(=O)c1ccccc1	-2%	-3%	-9%	7%	0%	2.2%	-2%	5%	5%
CC1=C(C(=O)OC(C)C)C(C)C(C(=O)OC(C)C)=C(C)N1	14%	0%	-9%	13%	-15%	-0.6%	5%	1%	-15%
CC(=O)N1c2ccc(S(=O)(=O)N(C)Cc3ccco3)cc2CC1C (configuration not stated)	10%[11.4 µM]	1%	-13%	11%	-3%	0.3%	-6%	0%	-2%
COC(=O)c1ccc(Cc2ccccc2)o1	20%	0%	-3%	-4%	-8%	-0.6%	1%	-1%	449%[activator]
CCCOc1ccc(-c2nonc2NC(=O)c2ccco2)cc1OCCC	17%	0%	-32%	2%	-8%	-0.5%	-6%	1%	-28%

Source: PubChem
